OX1R antag-1 – OX1R (HCRTR1) antagonists, primary screen, fluorescence, CHO/OX1R cells, Fluo-8 calcium, orexin A; Orexin/Hypocretin receptor type 1 (Homo sapiens), O43613; Fluo-8 calcium fluorescence; inhibition, % at 5 µM; 330,000 tested, 0.43% active; AID 434989, 2010;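 active = inhibition above its plate's threshold, mean inhibition of all tested compounds on the plate plus 3 SD, cut at about 37% in these data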;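 also: 0% = orexin A challenge wells and 100% = SB-334867-A antagonist wells; not every result past the cut was called active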
Target sequence (O43613 whole entry, looked up): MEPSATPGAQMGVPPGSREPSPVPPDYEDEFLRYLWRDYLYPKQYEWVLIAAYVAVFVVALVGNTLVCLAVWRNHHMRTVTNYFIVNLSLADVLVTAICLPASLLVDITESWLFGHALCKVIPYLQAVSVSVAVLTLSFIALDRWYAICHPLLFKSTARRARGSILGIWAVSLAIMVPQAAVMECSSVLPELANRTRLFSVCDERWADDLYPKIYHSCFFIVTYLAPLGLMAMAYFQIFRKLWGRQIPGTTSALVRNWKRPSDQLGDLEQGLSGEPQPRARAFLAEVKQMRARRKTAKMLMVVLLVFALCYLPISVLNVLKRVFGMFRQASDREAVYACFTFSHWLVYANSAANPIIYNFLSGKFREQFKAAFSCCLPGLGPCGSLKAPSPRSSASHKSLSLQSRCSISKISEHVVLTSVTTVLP
OX1R antag-2 – antagonists of human orexin 1 receptor (OX1R); Orexin/Hypocretin receptor type 1 (Homo sapiens), O43613; OX1R-expressing cells, FRET antagonist read-out; inhibition, % at 6.6 µM; 330,000 tested, 1.8% active; AID 485270, 2010; in the data active = inhibition mostly above about 38%, no sharp cut-off; inactive = mostly below about 40%;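 also: 0% = agonist challenge alone and 100% = reference antagonist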
Starred values were filed as active, the others as inactive.

Sample of the layout (two entries):
How did COc1cccc2cc(/C(=N/O)c3ccc(Br)cc3)oc12 do in these assays?
OX1R antag-1: 0.0; OX1R antag-2: 15.9

What do the screens show for `Cc1cc(NC(=O)CSc2nnc(-c3ccco3)n2Cc2ccccc2)no1`?
OX1R antag-1: -17.7; OX1R antag-2: 32.1

Results (from the top)
How did COc1cccc2cc(/C(=N/O)c3ccc(Br)cc3)oc12 do in these assays?
OX1R antag-1: 0.0; OX1R antag-2: 15.9

What do the screens show for `Cc1cc(NC(=O)CSc2nnc(-c3ccco3)n2Cc2ccccc2)no1`?
OX1R antag-1: -17.7; OX1R antag-2: 32.1

Results for C[N+]1(CC(=O)OC2CCCCCCCCCCC2)CCCC1 ?
OX1R antag-1: -16.9; OX1R antag-2: 10.4

What do the screens show for `COc1ccc(CCn2c(=N)c(C(=O)NCC3CCCO3)cc3c(=O)n4cccc(C)c4nc32)cc1OC` (stereo unspecified)?
OX1R antag-1: -2.5; OX1R antag-2: 10.8

Results for Cc1ccc(O)c(CNc2nc3ccccc3n2C(C)C)c1 ?
OX1R antag-1: -36.5; OX1R antag-2: 5.5

Results for COc1ccc(C)cc1NC(=O)Nc1ccccc1SC ?
OX1R antag-1: -17.6; OX1R antag-2: 17.3

Results for Cc1nc2ccc(C(=O)c3ccccc3)cc2[nH]1 ?
OX1R antag-1: 4.2; OX1R antag-2: 21.0

Results for CC(C)NC(=O)COc1ccc(Cl)cc1Cl ?
OX1R antag-1: -5.4; OX1R antag-2: 6.9

Results for CC(C)n1nnnc1SCC(=O)c1c(N)n(C2CC2)c(=O)[nH]c1=O ?
OX1R antag-1: 5.6; OX1R antag-2: -0.4

How did O=C(Nc1ccc2c(c1)nc1n2CCOC1)c1ccco1 do in these assays?
OX1R antag-1: 3.4; OX1R antag-2: 16.5

What do the screens show for `CCCCNC(=S)N/N=C/c1cc(C)ccc1C`?
OX1R antag-1: -21.4; OX1R antag-2: 1.2

Results for CCn1c(COc2ccccc2)nnc1SCC(=O)C(C)(C)C ?
OX1R antag-1: 1.5; OX1R antag-2: 9.3

Results for CC(C(=O)N1c2ccccc2CC1C)N1CCN(S(=O)(=O)c2ccccc2F)CC1 (stereo unspecified) ?
OX1R antag-1: 16.2; OX1R antag-2: 14.4

What do the screens show for `COc1ccccc1N1CCN(C(=O)CSc2nc3ncnc(N)c3[nH]2)CC1`?
OX1R antag-1: -23.0; OX1R antag-2: 4.0

How did CCOc1ccccc1NC(=O)C1CCCN(S(=O)(=O)c2c(C)[nH]c(=O)[nH]c2=O)C1 (stereo unspecified) do in these assays?
OX1R antag-1: -23.1; OX1R antag-2: 38.3

How did COc1ccc(C(=O)NC(=S)NNC(=O)c2cccc(C)c2)cc1 do in these assays?
OX1R antag-1: 36.3; OX1R antag-2: 10.9

How did CCC(=O)N1N=C(c2c(-c3ccccc3)c3cc(Cl)ccc3[nH]c2=O)CC1c1ccco1 (stereo unspecified) do in these assays?
OX1R antag-1: -13.7; OX1R antag-2: 0.9

How did Cc1ccc(N2CCN(CC(O)COC3CCCCC3)CC2)cc1 (stereo unspecified) do in these assays?
OX1R antag-1: -10.8; OX1R antag-2: 2.7

What do the screens show for `Cc1ccccc1-c1nnn(Cc2cccc(S(=O)(=O)N3CCOCC3)c2)n1`?
OX1R antag-1: 43.5*; OX1R antag-2: 10.2

How did COc1cccc(C2C(C(N)=O)=C(C)Nc3nc(-c4cccc(Cl)c4)nn32)c1 (stereo unspecified) do in these assays?
OX1R antag-1: -28.9; OX1R antag-2: 12.7

Results for CCN(CC)S(=O)(=O)c1ccc(NC2CCCc3ccccc32)nc1 (stereo unspecified) ?
OX1R antag-1: -23.7; OX1R antag-2: 22.3

What do the screens show for `CC(C)=CCCC(C)CN1CCC(N2CCC(C(=O)NC(C)C)CC2)CC1` (stereo unspecified)?
OX1R antag-1: -12.2; OX1R antag-2: -4.1

Results for C[N+]1(CC(=O)NNc2c3ccccc3nc3ccccc23)CCOCC1 ?
OX1R antag-1: -7.5; OX1R antag-2: 44.2*

What do the screens show for `COc1ccc(/C=N/Nc2nn3cnnc3c3ccccc23)cc1`?
OX1R antag-1: -2.2; OX1R antag-2: 5.3

How did Cc1c2cnn(CC(=O)NCCN3CCOCC3)c(=O)c2c(C)n1Cc1ccccc1 do in these assays?
OX1R antag-1: -21.0; OX1R antag-2: 6.5

Results for CC(=O)C1(O)C(C)CC2C3CCC4CC(O)CCC4(C)C3=CCC21C (stereo unspecified) ?
OX1R antag-1: 3.8; OX1R antag-2: 3.0

How did Cc1ccc(NC(=S)NNC(=O)c2ccc(N3CCOCC3)c([N+](=O)[O-])c2)cc1C do in these assays?
OX1R antag-1: -14.3; OX1R antag-2: 0.7

What do the screens show for `COC(=O)CSc1nnc(-c2cccnc2)n1-c1cccc(OC)c1`?
OX1R antag-1: -16.3; OX1R antag-2: 0.8

What do the screens show for `O=C(CCNC(=O)c1ccco1)Nc1ccc(Cl)cc1`?
OX1R antag-1: -6.3; OX1R antag-2: 12.7

What do the screens show for `O=C(CSc1nnc(-c2ccccc2Br)o1)N1CCN(C(=O)c2ccco2)CC1`?
OX1R antag-1: -29.7; OX1R antag-2: 20.1

Results for Cc1c(NC(=O)COc2ncnc3c(Cl)cc(Cl)cc23)c(=O)n(-c2ccccc2)n1C ?
OX1R antag-1: -1.0; OX1R antag-2: 5.6

How did COc1ccc(C(=O)NCc2c(C)nn(Cc3ccccc3)c2C)cc1S(=O)(=O)N1CCOCC1 do in these assays?
OX1R antag-1: -9.5; OX1R antag-2: 6.2

How did COc1ccc(CCNc2nc(-c3ccncc3)cs2)cc1OC do in these assays?
OX1R antag-1: -8.2; OX1R antag-2: 26.3

What do the screens show for `COCCCNC(=O)CC1C[C@H](C(=O)N(C(C)C)C(C)C)[C@@]2(C)c3[nH]c4ccccc4c3CCN2C1=O` (stereo partly specified)?
OX1R antag-1: -15.0; OX1R antag-2: 2.2

What do the screens show for `CC(C)N1CCC(NC(=O)Nc2ccccc2)CC1`?
OX1R antag-1: 12.0; OX1R antag-2: 0.2

Results for Cc1ccc2nc(N(CCCN(C)C)C(=O)c3ccc(S(=O)(=O)N(C)C)cc3)sc2c1 ?
OX1R antag-1: -18.6; OX1R antag-2: 5.8

What do the screens show for `O=C(/C=C/c1ccc(Cl)cc1Cl)c1ccc[nH]1`?
OX1R antag-1: -29.5; OX1R antag-2: 6.4

What do the screens show for `O=C(COC(=O)c1c(Cl)cccc1Cl)NC1CCCCC1`?
OX1R antag-1: -5.2; OX1R antag-2: 18.6

How did Cc1nc(-c2ccccc2)[nH]c(=O)c1Oc1ccc(Cl)cc1Cl do in these assays?
OX1R antag-1: -7.1; OX1R antag-2: 17.3

What do the screens show for `c1ccc2c(c1)ncn2CCCCOc1ccc2c(c1)CCC2`?
OX1R antag-1: -7.2; OX1R antag-2: 19.1

What do the screens show for `O=C(c1ccccc1F)N1CCN(Cc2ccc3c(c2)OCO3)CC1`?
OX1R antag-1: -13.6; OX1R antag-2: -7.4

Results for COc1ccc(S(=O)(=O)N2CCC(c3nc4ccccc4[nH]3)CC2)cc1 ?
OX1R antag-1: -16.5; OX1R antag-2: 20.1

How did O=C(Nc1ccc(S(=O)(=O)NCc2ccco2)cc1)c1ccc(F)cc1 do in these assays?
OX1R antag-1: -12.9; OX1R antag-2: 13.1

Results for CCOCCn1c(CN2CCN(C)CC2)nc2c1c(=O)n(C)c(=O)n2C ?
OX1R antag-1: -7.2; OX1R antag-2: 9.9

Results for CCn1c(SCC(=O)C(C)(C)C)nnc1-c1cccnc1 ?
OX1R antag-1: -6.7; OX1R antag-2: 3.0

How did CCOC(=O)c1nc(C)n(-c2cc(Cl)cc(Cl)c2)n1 do in these assays?
OX1R antag-1: 2.3; OX1R antag-2: 3.4

How did CCCn1c(C)cc(C(=O)COC(=O)c2nccnc2N)c1C do in these assays?
OX1R antag-1: -21.4; OX1R antag-2: 36.8

How did O=C(NC1CCCC1)C(c1cccs1)N(C(=O)c1ccno1)c1ccccc1 (stereo unspecified) do in these assays?
OX1R antag-1: -20.2; OX1R antag-2: 11.8

4 consecutive entries out of the list so far, for reference:
Results for CCOCCn1c(CN2CCN(C)CC2)nc2c1c(=O)n(C)c(=O)n2C ?
OX1R antag-1: -7.2; OX1R antag-2: 9.9

Results for CCn1c(SCC(=O)C(C)(C)C)nnc1-c1cccnc1 ?
OX1R antag-1: -6.7; OX1R antag-2: 3.0

How did CCOC(=O)c1nc(C)n(-c2cc(Cl)cc(Cl)c2)n1 do in these assays?
OX1R antag-1: 2.3; OX1R antag-2: 3.4

How did CCCn1c(C)cc(C(=O)COC(=O)c2nccnc2N)c1C do in these assays?
OX1R antag-1: -21.4; OX1R antag-2: 36.8

Later entries:
Results for CC(C)C(=O)NC(Nc1cccc2cccnc12)C(Cl)(Cl)Cl (stereo unspecified) ?
OX1R antag-1: -9.5; OX1R antag-2: 44.5

What do the screens show for `O=C(CCNC(=O)c1ccc(Cl)cc1)Nc1ccncc1`?
OX1R antag-1: -7.3; OX1R antag-2: 8.8

What do the screens show for `COc1ccc(C(=O)O)cc1S(=O)(=O)NCCN(C)C`?
OX1R antag-1: -4.3; OX1R antag-2: 6.7

Results for Cc1cc2c(c(=O)o1)C(C1C=CCCC1)C(C#N)=C(N)O2 (stereo unspecified) ?
OX1R antag-1: -3.6; OX1R antag-2: 11.3

What do the screens show for `O=C(CCCN1C(=O)/C(=C/c2ccccc2Cl)SC1=S)NNC(=O)c1ccccc1`?
OX1R antag-1: -31.3; OX1R antag-2: 6.8

Results for C=C(C)C(=O)Nc1cccc(C2=NOC3(C2)C[C@@H](C(N)=O)N(C(=O)/C=C/C=C/C)C3)c1 (stereo partly specified) ?
OX1R antag-1: 4.4; OX1R antag-2: 11.7

What do the screens show for `COc1ccccc1CNC(=O)COc1ccc(S(=O)(=O)N2CCOCC2)cc1`?
OX1R antag-1: -20.8; OX1R antag-2: 22.4

What do the screens show for `COc1ccc(N2CCN(C(=O)c3ccc(C)c(NC(=O)C4=C(C)OCCS4)c3)CC2)cc1`?
OX1R antag-1: -30.1; OX1R antag-2: 1.3

What do the screens show for `Clc1ccccc1C1=CC(c2ccco2)n2ncnc2N1` (stereo unspecified)?
OX1R antag-1: -21.5; OX1R antag-2: 19.0

Results for CCOC(=O)c1[nH]c2ccc(OC)cc2c1NC(=O)c1ccc2c(c1)OCO2 ?
OX1R antag-1: -18.1; OX1R antag-2: 6.6

Results for N#Cc1ccccc1Sc1ccccc1C(=O)OCC(=O)NC1CCCCC1 ?
OX1R antag-1: -16.8; OX1R antag-2: 31.2

How did Cc1c(CNCc2cccs2)c(C(=O)O)c(C)n1Cc1ccccc1 do in these assays?
OX1R antag-1: -22.9; OX1R antag-2: 6.1

Results for COc1ccccc1N(C)S(=O)(=O)c1ccc(C(=O)NCC(C)C)cc1 ?
OX1R antag-1: -7.0; OX1R antag-2: 4.0

What do the screens show for `C/C(=N\NC(=O)CSCc1ccccc1Br)c1cccc([N+](=O)[O-])c1`?
OX1R antag-1: 19.1; OX1R antag-2: 8.7

What do the screens show for `CC1(C)CC(=O)C=C(c2cccc3c2sc2ccccc23)C1`?
OX1R antag-1: -26.9; OX1R antag-2: 3.9

How did CCC(=O)Nc1ccc(S(=O)(=O)Nc2ccc(Cl)nn2)cc1 do in these assays?
OX1R antag-1: 2.5; OX1R antag-2: 1.1

Results for CCOc1ccccc1Oc1coc2cc(OC(=O)c3ccco3)ccc2c1=O ?
OX1R antag-1: -11.1; OX1R antag-2: 19.9

How did CC1(C)CC(=O)C([N+](=O)[O-])=C(NCCCO)C1 do in these assays?
OX1R antag-1: -10.7; OX1R antag-2: 2.4

What do the screens show for `Cc1ccc(S(=O)(=O)N2CCN(CC(=O)N/N=C\C(Cl)=C\c3ccccc3)CC2)cc1`?
OX1R antag-1: -12.7; OX1R antag-2: 1.9

Results for O=C(CCCOc1ccccc1)NNC(=O)c1ccc(Cl)cc1 ?
OX1R antag-1: -15.2; OX1R antag-2: 2.9

How did N#C/C(=C/c1ccc(Sc2nc3ccccc3[nH]2)o1)c1cccc(Br)c1 do in these assays?
OX1R antag-1: 18.9; OX1R antag-2: 79.9*

What do the screens show for `N#C/C(=C\c1cccs1)C(=O)N1CCOCC1`?
OX1R antag-1: -5.6; OX1R antag-2: 12.8

What do the screens show for `CCOC(=O)C1=C(CC)OC(N)=C(C#N)C1c1ccc(OC)c(C)c1OC` (stereo unspecified)?
OX1R antag-1: -20.4; OX1R antag-2: 23.6

What do the screens show for `COc1ccc([N+](=O)[O-])cc1CSc1nnc(NC(C)=O)s1`?
OX1R antag-1: -8.9; OX1R antag-2: 2.5

What do the screens show for `CCCN(C(=O)CSc1nc(C2CC2)n(-c2ccccc2)n1)C1CCS(=O)(=O)C1` (stereo unspecified)?
OX1R antag-1: -11.5; OX1R antag-2: 5.8

What do the screens show for `O=C1CC(c2cccs2)c2ccc3ccccc3c2N1` (stereo unspecified)?
OX1R antag-1: -14.6; OX1R antag-2: -0.4

Results for O=C(Nc1ccccc1)C(=O)c1c[nH]c2ccccc12 ?
OX1R antag-1: -29.9; OX1R antag-2: 39.0

Results for O=C(CCNC(=O)c1ccc(Br)cc1)NNC(=O)C1COc2ccccc2O1 (stereo unspecified) ?
OX1R antag-1: -2.4; OX1R antag-2: 15.7

Results for Cc1ccc(NC(=O)CSc2nnc(-c3n[nH]c4ccccc34)n2-c2ccccc2)c(C)c1 ?
OX1R antag-1: -0.6; OX1R antag-2: 15.0

How did COc1ccc([N+](=O)[O-])cc1CSc1ccccn1 do in these assays?
OX1R antag-1: -2.3; OX1R antag-2: 9.8

Results for Nc1ccccc1Nc1c(F)c(F)nc(F)c1Cl ?
OX1R antag-1: -12.7; OX1R antag-2: 1.1

Results for Cc1ccc(NC(=O)C2CCN(C(=O)[C@@H]3Cc4ccccc4CN3)CC2)c(C)c1 ?
OX1R antag-1: -21.5; OX1R antag-2: -5.1

Compound activity (PubChem)
